Assay outcomes as filed in PubChem.
TCR activator: Activators of T cell receptors: qHTS campaign; primary human leukocytes, anti-CD3, IL-2 HTRF, 48 h; Potency, µM (series often up to 9.22 µM), inactives show at the highest dose activation of IL-2 secretion, most hits filed as activators; 330,000 tested, under 10 active; AID 504894, 2011; note: % of control where 0% means no effect
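Primary human leukocytes receive a-CD3 beads and test compound and are incubated 48 hr. Secreted IL-2 is then assayed by HTRF, measuring 665nm acceptor emission after 320nm excitation of the europium donor.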
TSHR antag: Antagonists of the Thyroid Stimulating Hormone Receptor: HTS campaign | Thyrotropin receptor (Homo sapiens), P16473 | TSHR-expressing cells, TSH-stimulated cAMP HTRF, 2 h; hits give low values | activity change, negative = inhibition, % at 11.5 µM | 0.2% of 330,000 active | AID 504810, 2011;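 active = activity change below a set negative limit, meaning inhibition stronger than a set level, cut at about -70% in these data; inconclusive = activity change between two set negative limits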; note: % is set by controls: 0 for no effect and ±100 for the full control effect
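TSHR-expressing cells, 200/well, pre-treated with compound, then stimulated with EC80 TSH (4nM final) for 2 hours at 37 deg C. cAMP measured by competitive HTRF: anti-cAMP cryptate antibody in lysis buffer plus cAMP-d2, read after 30 minutes at room temperature.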
Menin-MLL TR inh: qHTS Assay for Inhibitors Targeting the Menin-MLL Interaction in MLL Related Leukemias: Competition With Texas Red Labeled MLL-derived Mutant Peptide; Potency, µM (top dose mostly 61.6 µM), without a hit: top-dose FP activity change, negative = inhibition, actives largely listed as inhibitors; 0.23% of 270,000 active; Menin + Texas Red MLL mutant peptide, fluorescence polarization; O00255; active = well fitted inhibition curve with a large enough effect in the polarisation, with a control signal flat, not every such curve was filed as active; inconclusive = small, poorly fitted or top-dose-only effect, or effect the other way, or a change in a side signal; inactive = no such curve, though single readings can be large or run the other way; the % refers to the polarisation; note: potency is the fitted concentration of half-maximal effect; % of control where 0% means no effect; many of its hits are not listed in these tables
A-T KAP1 phos: qHTS Assay for Identifying a Potential Treatment of Ataxia-Telangiectasia. Potency, µM (highest dose often 57.5 µM), for the others: top-dose activation, most hits filed as activators. 0.19% of 320,000 active. AID 485349, 2010. […] A-T fibroblasts, KAP-1 phosphorylation AlphaLISA; neocarzinostatin DNA damage 30 min before lysis; note: potency is the fitted concentration of half-maximal effect; % of control where 0% means no effect; nearly all actives have a fitted effect of over 45% in size
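ATM-like activity read as KAP-1 phosphorylation via AlphaLISA donor/acceptor antibody pairs after lysis and 6 hr at 25C. Cells were ATM-null patient fibroblasts ([…], hTERT), dosed 60 min, then exposed to the DSB inducer NCS for 30 min.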
a7 integrin act: qHTS for Activators of Integrin-Mediated Alleviation for Muscular Dystrophy; alpha7betagal myoblasts, beta-gal FDG fluorescence, 48 h; Potency, µM (titrated, usually from 38.3 µM), for inactives: at the top dose activation, actives largely listed as activators; 0.064% of 350,000 active; AID 624291, 2012;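 note: potency is the fitted concentration of half-maximal effect; 100% = response of the positive control SU9516; nearly all actives have a fitted effect of over 60% in size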
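alpha7betagal+/- myoblasts (passage 13, 250/well) treated 48 h at 37C with compounds at 1:260 dilution of DMSO stock. Lysed, then beta-galactosidase activity read as FDG fluorescence (ex 480/em 540) after 30 min, with pre-read for autofluorescence.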
PTAP TSG101 blk: qHTS Assay for Iinhibitors of HIV-1 Budding by Blocking the Interaction of PTAP/TSG101. Potency, µM (top dose mostly 115 µM), for the others: top-dose activity change, negative = inhibition, most hits filed as inhibitors. Fluorescence polarization, FITC-PTAP peptide / Tsg101 binding. 340,000 tested, under 10 active. Tumor susceptibility gene 101 protein (Homo sapiens), Q99816; active = well fitted inhibition curve with a large enough effect in the main read-out, with a control signal flat, not every such curve was filed as active; inconclusive = small, poorly fitted or top-dose-only effect, or effect the other way, or a change in a side signal; inactive = no such curve, though single readings can be large or run the other way; note: potency is the fitted concentration of half-maximal effect; % of control where 0% means no effect
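Tsg101 binding domain (10 uM final) was mixed with compound and a FITC-labeled PTAP peptide (50 nM final) in HEPES pH 7.5 buffer with NaCl, Tween 20, EDTA and TCEP; fluorescence polarization was read after 20 min at r.t.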
S-ASM inh: Inhibitors of Secretory Acid Sphingomyelinase (S-ASM): qHTS | Sphingomyelin phosphodiesterase (Homo sapiens), P17405 | 0.006% of 340,000 active | Potency, µM (top dose mostly 57.5 µM), without a hit: at the top dose activity change, negative = inhibition, most hits filed as inhibitors | placental ASM, HMU-PC fluorogenic substrate, 60 min; note: potency is the fitted concentration of half-maximal effect
Target sequence (P17405 47-631 limits assumed): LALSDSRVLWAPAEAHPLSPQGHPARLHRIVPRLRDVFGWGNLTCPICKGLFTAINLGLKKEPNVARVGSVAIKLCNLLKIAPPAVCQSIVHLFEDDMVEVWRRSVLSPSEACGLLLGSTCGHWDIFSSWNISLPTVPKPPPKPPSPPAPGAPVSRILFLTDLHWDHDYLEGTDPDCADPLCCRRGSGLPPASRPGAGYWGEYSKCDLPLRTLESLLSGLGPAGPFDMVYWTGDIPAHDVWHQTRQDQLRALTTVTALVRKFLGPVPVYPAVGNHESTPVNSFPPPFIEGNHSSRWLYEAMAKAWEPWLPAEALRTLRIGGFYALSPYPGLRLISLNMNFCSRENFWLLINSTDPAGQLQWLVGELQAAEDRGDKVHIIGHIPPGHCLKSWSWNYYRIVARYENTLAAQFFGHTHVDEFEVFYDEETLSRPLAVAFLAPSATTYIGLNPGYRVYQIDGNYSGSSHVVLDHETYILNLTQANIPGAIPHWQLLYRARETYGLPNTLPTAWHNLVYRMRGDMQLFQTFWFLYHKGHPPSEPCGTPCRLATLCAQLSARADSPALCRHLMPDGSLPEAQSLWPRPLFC
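Fluorogenic HMU-PC substrate (9 uM final) is turned over by placental ASM in 60 min at 37 C after a 10 min compound preincubation. Reaction ended by alkaline stop (pH 10), with fluorescence read at 386/447 nm.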
Mito fusion yeast: qHTS Assay for Small Molecule Inhibitors of Mitochondrial Division or Activators of Mitochondrial Fusion. AID 485298, 2010. 0.23% of 320,000 active. S. cerevisiae fusion-defective mutant growth rescue, CellTiterGlo 48 h. Potency, µM (doses to about 46.1 µM), inactives show at the highest dose growth rescue (activation), actives largely listed as activators;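 note: potency is the fitted concentration of half-maximal effect; % of control where 0% means no effect; nearly all actives have a fitted effect of over 45% in size; temperature-sensitive fusion mutants such as fzo1-1 at 37 °C on non-fermentable ethanol glycerol medium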
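S. cerevisiae fusion-defective temperature-sensitive mutants (e.g. fzo1-1, mgm1-5) grown 48 h at 37C in YPEG (ethanol/glycerol non-fermentable) medium with 23 nl compound per well; growth rescue read as CellTiterGlo luminescence.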
MBNL1 CUG block: qHTS Assay for Inhibitors of MBNL1-poly(CUG) RNA binding | TR-FRET MBNL1-His/biotin-(CUG)12 binding, 665/545 ratio | Potency, µM (titrated, usually from 57.5 µM), for inactives: top-dose activity change, negative = inhibition, usual class: inhibitors | 0.036% of 280,000 active; active = well fitted inhibition curve with a large enough effect in the signal ratio, with a control signal flat, not every such curve was filed as active; inconclusive = small, poorly fitted or top-dose-only effect, or effect the other way, or a change in a side signal; inactive = no such curve, though single readings can be large or run the other way; the % refers to the signal ratio; note: potency is the fitted concentration of half-maximal effect; % is set by controls: 0 for no effect and ±100 for the full control effect
Target sequence (Q9NR56 whole entry, looked up): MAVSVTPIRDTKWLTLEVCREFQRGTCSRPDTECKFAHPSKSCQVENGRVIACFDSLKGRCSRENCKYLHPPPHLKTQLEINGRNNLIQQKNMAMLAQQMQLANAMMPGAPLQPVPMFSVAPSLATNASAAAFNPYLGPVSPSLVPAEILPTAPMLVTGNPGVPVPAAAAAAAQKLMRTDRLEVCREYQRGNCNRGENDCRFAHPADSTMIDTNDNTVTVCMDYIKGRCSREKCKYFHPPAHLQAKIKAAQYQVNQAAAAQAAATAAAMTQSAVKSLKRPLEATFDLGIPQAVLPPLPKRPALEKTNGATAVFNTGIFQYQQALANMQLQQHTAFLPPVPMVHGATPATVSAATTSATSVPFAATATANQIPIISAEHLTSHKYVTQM
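TR-FRET readout: Ex 340 nm, 665/545 nm emission ratio, normalized to buffer-only (basal) and MBNL1-(CUG)12 controls. Complex of MBNL1-His with Biotin-(CUG)12, compounds 92 nM–58 uM, incubated 60 min at room temperature.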
CXXC DNA block: qHTS Fluorescence Polarization Assay for Inhibitors of MLL CXXC domain - DNA interaction | MLL-CXXC / FITC-HOXA9 DNA fluorescence polarization | Potency, µM (highest dose often 115 µM), for inactives: top-dose activity change, negative = inhibition, usual class: inhibitors | 0.037% of 290,000 active; active = well fitted inhibition curve with a large enough effect in the polarisation, with a control signal flat, not every such curve was filed as active; inconclusive = small, poorly fitted or top-dose-only effect, or effect the other way, or a change in a side signal; inactive = no such curve, though single readings can be large or run the other way; the % refers to the polarisation; note: potency is the fitted concentration of half-maximal effect
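Purified MLL-CXXC (added from a 7 uM solution) was preincubated 5 min at ambient with pinned compounds in 50 mM Tris-HCl pH 7.5, 50 mM NaCl, 1 mM DTT, 0.05% BSA. Fluorescein-labeled HOX-A9 DNA (50 nM solution) followed, 30 min, then polarization read.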
Starred values were filed as active, the others as inactive; ? = inconclusive; . = no result given; [ ] = another dose, or the depositor's remark. Unless noted, calls come from the whole dose curve; as a rule, active = well fitted curve in the direction sought with a large enough effect; inconclusive = small, poorly fitted or top-dose-only effect, or another doubt; inactive = no such curve, though single readings can be large; an effect the other way counts as inactive or inconclusive. This is a subset. The share of hits here may be higher or lower than overall.

Every second line gives: MBNL1 CUG block | A-T KAP1 phos | Menin-MLL TR inh | TSHR antag | S-ASM inh | a7 integrin act | CXXC DNA block | Mito fusion yeast | TCR activator | PTAP TSG101 blk
1: Cc1ccc(Nc2nnc(SCc3cc(=O)n4ccsc4n3)s2)c(C)c1
 : 19% | -1% | 10% | 6 | -4% | -16% | 0% | 4% | 6% | -7%
2: COc1ccc(-c2nnc3ccc(SCC(=O)Nc4nc5ccc(C)cc5s4)nn23)cc1OC
 : 9% | -1% | 5% | -9 | 12% | -2% | -5% | 0% | 0%[46.1 µM] | -1%
3: O=C(N/N=C/c1ccncc1)c1ccc(OCc2ccccc2)cc1
 : 8% | 30% | . | -1 | -5% | -13% | -4% | ? | 1% | 1%
4: FC(F)(F)c1ccc(NCCc2ccccc2)nc1
 : 2% | 6% | 4% | 4 | -1% | 6% | 2% | -2% | 6% | 3%
5: Cc1c(CCOC(=O)c2ccc(Cl)cc2Cl)sc[n+]1CC(=O)c1ccc(Br)cc1
 : . | -3% | . | . | -12% | -64%[inhibitor] | . | . | . | -4%
6: CCC(=O)c1ccccc1OCCCn1cncn1
 : -5% | -2% | 30%[activator] | 2 | 4% | 3% | -2% | -1% | -4% | -6%
7: CCN(CC)C(=O)Cn1cnc2sc(C(=O)Nc3cc(OC)c(OC)c(OC)c3)c(C)c2c1=O
 : ? | 3% | -8% | -6 | -1% | 0% | 11% | 1% | -3% | -12%
8: N#CCCSc1ccccc1NC(=O)c1ccc(S(=O)(=O)N2CCCC2)cc1
 : 8% | -2% | 1% | -5 | . | . | -8% | 1% | . | .
9: CC(=O)Nc1ccc(S(=O)(=O)n2cnc3ccccc32)cc1
 : -1% | 3% | -8% | 32 | -2% | 14% | -4% | -1% | 2% | -7%
10: CCOc1cc(/C=N/NC(=O)CSc2nncn2C)ccc1OCc1cccc(C)c1
 : 24% | -4% | 1% | 0 | -3% | 13% | -3% | 4% | 1%[46.1 µM] | 1%
11: Cc1ccc(C2C3=C(NCCN=C3c3ccccc3)C(=O)N2c2ccccc2)cc1 (stereo not drawn)
 : 19% | . | -9% | -27 | 22% | -52%[inhibitor] | 2% | -1% | . | -15%
12: COc1ccc(CN2CC(C(=O)NCCc3ccccc3)CC2=O)cc1 (stereo not drawn)
 : 8% | 1% | 0% | -10 | -2% | 7% | 1% | 0% | 0% | -2%
13: Cc1ccc(C(=O)N/N=C/c2ccc(-c3ccc(Br)cc3[N+](=O)[O-])o2)o1
 : ? | -1% | . | -1 | -4% | -39%[inhibitor] | 26% | -1% | . | -5%
14: O=C(/C=C/c1ccco1)NC(=S)Nc1nc(-c2ccc(Cl)cc2)cs1
 : 12% | 22% | ? | -5 | -6% | -25% | 2% | -1% | -7%[46.1 µM] | -1%
15: CCc1ccccc1NC(=O)Nc1ccc2c(c1)OCO2
 : -1% | -1% | 17% | 16 | 3% | 20% | 16% | 0% | 3% | -2%
16: CCCCN(Cc1cc2cc(OC)ccc2[nH]c1=O)C(=O)c1ccco1
 : -3% | . | -14% | -3 | 31%[activator] | -22% | -3% | 2% | 0% | -4%
17: COc1cc(N)c(Cl)cc1C(=O)OCC(=O)NCc1cccs1
 : . | 13% | . | . | -7% | 1% | . | . | 0% | -4%
18: COc1ccc(N2CCN(c3ncnc4c3[nH]c3ccccc34)CC2)cc1
 : -2% | . | ? | . | -7% | -36% | 1% | 1% | 0% | -8%
19: CC1(C)Cc2nc3nc(SCC(=O)NCCc4ccccc4)n(-c4ccccc4)c(=O)c3cc2CO1
 : -14% | -2% | -17% | -2 | 0% | 2% | -11% | 1% | 0% | -3%
20: CSc1cccc(N2CC(C(=O)N(CC(C)C)c3c(N)n(Cc4ccccc4)c(=O)[nH]c3=O)CC2=O)c1 (stereo not drawn)
 : . | -2% | . | 4 | 2% | -16% | . | -2% | -4% | 0%
21: Cc1ccc2[nH]c(=O)c(CN(Cc3ccco3)C(=O)N3CCOCC3)cc2c1
 : -8% | 1% | -17% | -5 | 7% | 24% | 7% | 4% | -5% | 0%
22: CN(CC(=O)Nc1cccc(F)c1)C(=O)c1ccc(N2CCCCCC2)c([N+](=O)[O-])c1
 : . | -6% | . | -9 | -15% | -46%[inhibitor] | . | 13% | 5% | -4%
23: O=S(=O)(N/N=C\c1ccc2c(c1)OCO2)c1ccc(Cl)cc1
 : 15% | -3% | 15% | 8 | -6% | 21% | 4% | 4% | 0% | 1%
24: CCOC(=O)c1csc(NC(=O)CSc2nnnn2-c2ccc3c(c2)OCCO3)n1
 : 18% | 5% | 37%[activator] | -10 | 0% | 15% | -4% | -1% | -4%[46.1 µM] | 2%
25: O=C(COc1ccccc1)Nc1nc2cc3c(cc2s1)OCO3
 : . | . | . | . | 11% | 41% | . | . | -2% | -2%
26: COc1ccc(NC(=O)CSc2nc(O)c(Cc3ccccc3)c(=O)[nH]2)cc1
 : -21% | 9% | -5% | 38 | -2% | -2% | -6% | -7% | 1% | -2%
27: CC1CCCC(NC(=O)CN(C)S(=O)(=O)c2cnc[nH]2)C1C (stereo not drawn)
 : 0% | 1% | -24% | -7 | 2% | -11% | 3% | ? | 3% | -4%
28: COc1ccc(CCN2CC(C(=O)NCCc3ccc(C)cc3)CC2=O)cc1OC (stereo not drawn)
 : -10% | 2% | -12% | -4 | -1% | 13% | 2% | -11% | 0% | -6%
29: COCC(=O)N(C)C1(c2nnnn2CCOC(=O)Nc2cccc3ccccc23)CCCC1
 : 8% | 7% | -1% | -6 | -5% | -8% | -4% | 1% | -6% | 1%
30: C/C(=N\NC(=O)c1cc(-c2ccco2)nc2ccccc12)c1cccnc1
 : 8% | -9% | ? | 9 | 73%[activator] | 13% | -10% | 1% | -5% | -5%

Looked up by structure from above, 2 records:
Every second line gives: MBNL1 CUG block | A-T KAP1 phos | Menin-MLL TR inh | TSHR antag | S-ASM inh | a7 integrin act | CXXC DNA block | Mito fusion yeast | TCR activator | PTAP TSG101 blk
26: COc1ccc(NC(=O)CSc2nc(O)c(Cc3ccccc3)c(=O)[nH]2)cc1
 : -21% | 9% | -5% | 38 | -2% | -2% | -6% | -7% | 1% | -2%
16: CCCCN(Cc1cc2cc(OC)ccc2[nH]c1=O)C(=O)c1ccco1
 : -3% | . | -14% | -3 | 31%[activator] | -22% | -3% | 2% | 0% | -4%

Limited to a7 integrin act, CXXC DNA block and PTAP TSG101 blk (4 entries from above):
#	Structure	a7 integrin act	CXXC DNA block	PTAP TSG101 blk
21	Cc1ccc2[nH]c(=O)c(CN(Cc3ccco3)C(=O)N3CCOCC3)cc2c1	24%	7%	0%
25	O=C(COc1ccccc1)Nc1nc2cc3c(cc2s1)OCO3	41%	.	-2%
18	COc1ccc(N2CCN(c3ncnc4c3[nH]c3ccccc34)CC2)cc1	-36%	1%	-8%
23	O=S(=O)(N/N=C\c1ccc2c(c1)OCO2)c1ccc(Cl)cc1	21%	4%	1%

The results go on:
Every second line gives: MBNL1 CUG block | A-T KAP1 phos | Menin-MLL TR inh | TSHR antag | S-ASM inh | a7 integrin act | CXXC DNA block | Mito fusion yeast | TCR activator | PTAP TSG101 blk
31: COc1cc(NC(=O)CSc2ccc(-c3ccco3)nn2)cc(OC)c1
 : 19% | 12% | . | -16 | -11% | 9% | 8% | 2% | 2% | -1%
32: CCOC(=O)c1sc(NC(NC(=O)c2ccco2)(C(=O)OC)C(F)(F)F)nc1C (stereo not drawn)
 : -10% | 1% | -5% | 11 | -1% | 1% | -6% | 0% | 1% | -1%
33: O=C(NCCNS(=O)(=O)c1ccc(Cl)cc1)c1cc(OCC(F)(F)F)ccc1OCC(F)(F)F
 : 16% | -1% | -24% | -18 | 0% | 8% | -5% | 1% | 0% | 0%
34: Cc1cccc(C)c1NS(=O)(=O)c1cc2c3c(c1)CC(=O)N3CCC2
 : -11% | 3% | . | 29 | 0% | -14% | -12% | -15% | -3% | -6%
